Assay outcomes as filed in PubChem BioAssay.
PvdQ acylase – P. aeruginosa PvdQ acylase inhibitors, primary screen, biochemical, fluorescence, plate reader and imaging, single point; PvdQ acylase [Pseudomonas aeruginosa LESB58]; purified PvdQ acylase; inhibition, % at 10 µM; actives 0.063% (n = 340,000); AID 488965, 2010; in the data active = inhibition above about 30%, passing the limit was not always enough;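 also: 0% = vehicle neutral wells and 100% = reference inhibitor wells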
Tat export inh – E. coli Tat export inhibitors, primary screen, MC4100, TorA-mCherry reporter, fluorescence, single point | inhibition, % at 10 µM | actives 0.036% (n = 340,000) | AID 488895, 2010;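 active = mean replicate inhibition at least 50% and at least half of replicates individually reaching 50%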;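 also: exported cargo escapes ClpAP degradation while cytoplasmic cargo is degraded and loses fluorescence; 0% = median of neutral control wells and 100% = median of NaSCN control wells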
AddAB inh – growth inhibition of E. coli expressing H. pylori AddAB, primary screen, AddAB inhibitor project, absorbance. inhibition, % at 11.9 µM. actives 0.29% (n = 330,000). AID 435030, 2010; in the data active = inhibition above about 12%;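 also: 0% = vehicle wells of infected cells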
Rtt109 HAT inh – inhibitors of C. albicans Rtt109/Vps75 HAT, primary screen, biochemical, ThioGlo CoA-SH fluorescence, plate reader. Histone acetyltransferase RTT109 (Candida albicans (strain SC5314 / ATCC MYA-2876)), …. purified Rtt109/Vps75, 4 h. inhibition, % at 34.9 µM. actives 0.16% (n = 330,000);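 active = inhibition of at least 50% in every replicate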
Target sequence (Q5AAJ8 whole entry, looked up): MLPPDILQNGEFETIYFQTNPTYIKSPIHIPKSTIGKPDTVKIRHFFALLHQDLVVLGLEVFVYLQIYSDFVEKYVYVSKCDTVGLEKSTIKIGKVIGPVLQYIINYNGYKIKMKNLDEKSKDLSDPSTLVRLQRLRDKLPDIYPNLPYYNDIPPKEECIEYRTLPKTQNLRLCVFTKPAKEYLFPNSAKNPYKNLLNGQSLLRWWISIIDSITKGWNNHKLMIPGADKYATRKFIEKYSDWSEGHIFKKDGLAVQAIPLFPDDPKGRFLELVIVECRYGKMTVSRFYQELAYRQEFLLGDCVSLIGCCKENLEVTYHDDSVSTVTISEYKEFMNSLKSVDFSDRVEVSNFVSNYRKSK
phage Ecoli inh – growth loss of phage-infected E. coli, primary screen, RecBCD inhibitor project, absorbance, with phage, HTS. AID 651602, 2012. inhibition, % at 11.9 µM. actives 0.26% (n = 360,000); in the data active = inhibition above about 11%
Wnt act – Wnt/beta-catenin pathway activators, primary screen, cell-based, plate reader, single point | Wnt/beta-catenin reporter cell assay, activator | activation, % at 9.35 µM | actives 1.2% (n = 300,000); in the data active = activation above about 30%, passing the limit was not always enough;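 also: 0% = neutral control wells and 100% = positive control wells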
DAGLB inhibitor – DAGLB lipase inhibitors, primary screen, biochemical, fluorescence, HTS | Diacylglycerol lipase-beta (Homo sapiens), Q8NCG7 | HEK293T DAGLB membrane lysate, EnzChek fluorogenic substrate | inhibition, % at 5.17 µM | actives 0.059% (n = 340,000); in the data active = inhibition above about 34%;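 also: 0% = enzyme with vehicle and 100% = wells lacking enzyme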
Target sequence (Q8NCG7 whole entry, looked up): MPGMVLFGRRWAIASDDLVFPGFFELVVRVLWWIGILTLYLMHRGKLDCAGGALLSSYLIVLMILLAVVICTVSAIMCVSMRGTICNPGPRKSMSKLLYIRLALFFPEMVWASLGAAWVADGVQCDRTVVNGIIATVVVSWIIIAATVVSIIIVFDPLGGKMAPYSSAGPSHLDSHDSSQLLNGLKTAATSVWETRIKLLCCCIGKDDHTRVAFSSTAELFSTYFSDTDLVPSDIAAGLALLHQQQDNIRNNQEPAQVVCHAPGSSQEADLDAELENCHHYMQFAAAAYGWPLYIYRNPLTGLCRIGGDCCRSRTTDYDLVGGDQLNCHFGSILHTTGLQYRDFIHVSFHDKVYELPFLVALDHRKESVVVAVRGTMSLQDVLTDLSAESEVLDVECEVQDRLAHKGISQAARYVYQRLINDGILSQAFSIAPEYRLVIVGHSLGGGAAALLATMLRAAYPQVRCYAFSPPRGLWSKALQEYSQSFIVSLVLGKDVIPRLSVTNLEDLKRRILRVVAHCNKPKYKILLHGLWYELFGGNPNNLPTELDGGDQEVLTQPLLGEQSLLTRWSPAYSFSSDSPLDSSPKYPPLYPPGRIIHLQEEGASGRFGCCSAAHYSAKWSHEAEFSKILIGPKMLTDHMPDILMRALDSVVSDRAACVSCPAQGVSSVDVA
PfHsp90 yeast 2 – growth inhibition of PfHsp90-expressing yeast, primary screen, antimalarial PfHsp90 inhibitor project, S. cerevisiae, BacTiter-Glo luminescence, single point, set 2; BacTiter-Glo ATP, 48 h; yeast lacking PDR1 and PDR3 efflux regulators; inhibition, % at 9.4 µM; actives 0.32% (n = 310,000); AID 504621, 2011;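 active = every replicate shows inhibition above about 80%, whatever the replicate mean, limit read from the data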;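 also: 0% = DMSO neutral controls and 100% = 20 µM radicicol positive controls; yeast relying on Plasmodium falciparum Hsp90 in place of its own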
CAL PDZ inh – CAL PDZ peptide-binding inhibitors, primary screen, biochemical, fluorescence polarization, Cer-tagged CAL PDZ, HTS; inhibition, % at 20 µM; actives 0.02% (n = 330,000); purified CAL PDZ, TMR-peptide fluorescence polarization, 1 h; Golgi-associated PDZ and coiled-coil motif-containing protein (Homo sapiens), Q9HD26;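 active = highest replicate inhibition of at least 40%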;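 also: plate controls were DMSO neutral control wells for no effect and unlabeled competitor peptide control wells for full effect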
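Material: tagged CAL PDZ protein CerCALP, purified; buffer or medium: sodium phosphate/NaCl buffer pH 7.4 with TCEP, IgG, Thesit; also added: fluorescent TMR peptide probe; schedule: 1 h incubation at room temperature before polarization reading; technique: fluorescence polarization from S- and P-plane intensities, G-factor corrected; control set: unlabelled peptide and DMSO controls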
Ecoli viability – E. coli V3065 growth inhibition, primary screen, counter-screen for AddAB inhibitor project, absorbance, OD600. AID 449728, 2010. actives 0.27% (n = 330,000). 18 h. inhibition, % at 11.9 µM;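 active = inhibition above the campaign's mean inhibition across all tested compounds plus 3 SD, cut at about 9.9% in these data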;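 also: uninfected addAB+ strain grown without phage in ampicillin broth; 0% = DMSO wells and 100% = ciprofloxacin 0.95 µg/ml wells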
An asterisk follows results filed as active; . = no result given.

SMILES	PvdQ acylase	Tat export inh	AddAB inh	Rtt109 HAT inh	phage Ecoli inh	Wnt act	DAGLB inhibitor	PfHsp90 yeast 2	CAL PDZ inh	Ecoli viability
Cc1cccc(C(=O)NC2CCN(CC(=O)Nc3ccccc3Cl)CC2)c1	-16.8	0.4	4.2	5.7	-1.5	-0.7	-2.7	2.3	2.4	1.4
COC(=O)[C@]1(Cc2ccccc2)N[C@H](CN(C)C(=O)c2ccc(C(C)(C)C)cc2)[C@@H]2C(=O)N(Cc3ccccc3)C(=O)[C@@H]21	-17.2	-3.7	-0.3	2.5	-1.1	-5.0	-1.4	-16.9	-0.1	-3.8
CCOc1ccc(S(=O)(=O)Nc2cccc(C(=O)NCC(c3ccccc3)N(C)C)c2)cc1 (stereo unspecified)	-2.9	2.8	0.1	6.0	4.0	-2.9	2.6	.	-2.1	0.8
CCOC(=O)N1N=C(CC)CC1(O)C(F)(F)F (stereo unspecified)	-5.7	-5.5	0.3	-2.3	1.8	34.1*	-0.8	11.2	.	-1.8
CC(C)c1ccc(NC(=O)NCc2ccc(F)cc2)cc1	-7.0	9.5	4.0	.	4.6	-2.0	-0.8	-10.5	-2.1	1.0
CCN1CCN(C(=O)c2c(-c3c(Cl)cccc3Cl)noc2C)CC1	-7.8	-3.3	1.0	-16.5	1.8	-2.2	0.7	-12.4	-1.9	-1.6
Cc1noc(C)c1CSCC(=O)Nc1cccc(C(F)(F)F)c1	-9.1	7.7	-0.7	0.0	0.9	-1.4	-3.5	0.2	0.6	-2.9
CCCn1c(SCC(=O)C(C)(C)C)nc2ccccc21	-2.4	-1.0	2.0	19.1	6.0	2.5	0.2	-8.9	-2.2	-2.4
Cc1ccc(NS(=O)(=O)c2c(C)[nH]c(C)c2C(=O)N2CCCCC2)cc1Cl	-15.4	-5.2	2.5	-0.4	-1.2	0.1	2.5	-1.5	-2.3	-1.7
Cc1c(NC(=O)CN2C(=O)c3cccc4cccc2c34)c(=O)n(-c2ccccc2)n1C	-9.6	7.7	-0.1	.	1.1	0.3	3.4	-7.4	-5.1	-5.0
COc1cccc(CNC(=O)CCNS(=O)(=O)c2ccc3[nH]c(=O)oc3c2)c1	6.6	-0.9	-0.1	17.0	.	.	0.8	16.4	-2.0	-4.1
O=C1CN(C(=O)COC(=O)/C=C/c2ccc(OC(F)F)cc2)c2ccccc2N1	4.2	-4.4	2.4	-10.2	1.6	2.5	1.4	-7.0	-1.0	-0.9
CCOC(=O)C1CCN(C(=O)CN(C)S(=O)(=O)c2ccc3c(c2)c(=O)n(C)c(=O)n3C)CC1	-14.8	-2.4	-0.9	4.5	2.5	-1.2	-1.8	17.1	-3.2	-2.7
COc1ccc(S(=O)(=O)N2CCCCC2)cc1NC(=O)CSc1ncccn1	13.0	-1.3	-0.2	0.1	1.7	-2.5	-8.5	8.5	-1.4	-3.6
Oc1cccc(/C=N/N=C/c2cccc(O)c2O)c1O	-20.9	2.5	-1.2	10.1	1.1	28.1	2.2	-0.3	-0.5	0.8
Cc1cc(=O)[nH]c(N/N=C/c2ccc(OC(=O)c3ccco3)cc2)n1	-10.2	5.0	0.0	-3.1	-0.5	0.4	0.2	-10.7	-2.0	-3.0
CCC(c1nnnn1C(C)(C)CC)N(CCCN1CCOCC1)Cc1cc2cccc(C)c2[nH]c1=O (stereo unspecified)	-11.1	0.8	-1.1	-2.6	2.3	.	2.7	-21.2	-2.6	-0.7
CCN(C(=O)/C=C/c1ccc2c(c1)OCO2)c1ccccc1	-12.3	5.1	0.8	1.0	2.0	0.4	-2.4	-6.7	0.6	0.9
Cc1cc(S(=O)(=O)NC2CCCCC2)ccc1OCC(=O)NCC1CCCO1 (stereo unspecified)	10.4	1.9	3.8	13.4	4.4	-1.0	-3.7	-18.2	-0.8	-0.2
CCOc1cc(CNC2CCCC2)cc(Cl)c1OCc1ccc(F)cc1	0.8	4.4	1.6	13.0	3.1	.	-1.3	-9.4	-2.1	0.1
CC(/C=C1\SC(=S)N(CCC(=O)Nc2ccccc2O)C1=O)=C\c1ccccc1	-8.6	-13.6	-0.4	-5.9	1.5	-3.4	-3.4	-25.9	-1.1	0.3
O=c1oc2ccccc2c2oc3cc(O)c(O)cc3c12	-9.1	1.2	2.7	-1.1	5.1	18.6	9.9	12.0	-0.1	3.1
O=C(Nc1cccc(-c2csc(Nc3ccc(Cl)cc3)n2)c1)c1cccc(C(F)(F)F)c1	2.2	2.0	3.4	-4.2	5.6	-18.4	-7.7	15.9	1.3	-2.1
S=c1[nH]nc(COc2ccc(Cl)cc2)o1	-6.5	-6.0	0.7	3.1	2.2	-2.9	0.7	.	-2.1	0.9
Cc1ccc(C)c(NC(=O)c2cc(-c3ccccc3)nn2-c2ccccc2)c1	20.4	-6.4	2.0	-3.5	3.9	.	-20.8	-15.2	-1.2	-1.5

Whole records from above. Screens in order: PvdQ acylase | Tat export inh | AddAB inh | Rtt109 HAT inh | phage Ecoli inh | Wnt act | DAGLB inhibitor | PfHsp90 yeast 2 | CAL PDZ inh | Ecoli viability
`O=c1oc2ccccc2c2oc3cc(O)c(O)cc3c12` is entered as -9.1 | 1.2 | 2.7 | -1.1 | 5.1 | 18.6 | 9.9 | 12.0 | -0.1 | 3.1
`CCN1CCN(C(=O)c2c(-c3c(Cl)cccc3Cl)noc2C)CC1` is entered as -7.8 | -3.3 | 1.0 | -16.5 | 1.8 | -2.2 | 0.7 | -12.4 | -1.9 | -1.6
`CCOc1ccc(S(=O)(=O)Nc2cccc(C(=O)NCC(c3ccccc3)N(C)C)c2)cc1` (stereo unspecified) is entered as -2.9 | 2.8 | 0.1 | 6.0 | 4.0 | -2.9 | 2.6 | . | -2.1 | 0.8

Going on with the list.
SMILES	PvdQ acylase	Tat export inh	AddAB inh	Rtt109 HAT inh	phage Ecoli inh	Wnt act	DAGLB inhibitor	PfHsp90 yeast 2	CAL PDZ inh	Ecoli viability
COc1ccc2oc(C(=O)OCC(=O)N3CCN(S(=O)(=O)c4ccc(C)cc4)CC3)c(C)c2c1	-5.8	5.8	-2.0	-0.7	-0.8	-3.3	-3.0	7.9	-2.4	-0.9
Cc1ccc(C)c(C(=O)CCC(=O)Nc2ccc(N3CCN(C)CC3)cc2C)c1	-9.7	6.1	1.2	0.1	4.7	-6.9	5.8	-0.4	-3.5	0.3
O=C(c1ccccc1)N(Nc1ccccc1)c1ccccc1	1.4	-2.6	2.8	4.6	5.5	-0.6	-2.2	-19.5	-0.4	0.9
COc1ccccc1CNC(=O)COC(=O)c1ccc(S(=O)(=O)N2CCCC2)cc1	-17.6	-0.4	0.0	-1.5	1.8	.	-2.5	-8.3	1.0	-1.7
N#CC1=C(N)Oc2cc(O)ccc2C1c1ccncc1 (stereo unspecified)	1.1	2.6	6.2	7.8	2.7	-2.7	-3.8	2.7	-1.5	0.5
COc1ccc(NC(=O)CSc2ccccn2)cc1	-2.1	-9.9	0.7	-1.9	2.0	35.6*	1.3	-3.7	-0.6	1.3
O=C(NCCCc1ccccc1)c1cncc(Br)c1	-14.6	24.7	-0.9	-9.2	1.0	2.8	-3.2	-1.7	0.3	-0.7
NC(=O)c1nsc(C(=O)N(c2ccc(F)cc2)C(C(=O)NCC2CCCO2)c2ccc3ncccc3c2)c1N (stereo unspecified)	-4.0	-5.5	2.7	-18.3	2.4	2.2	-0.5	17.0	-2.2	-0.2
C/C(=N\NC(=O)c1nnn(-c2nonc2N)c1CN(C)c1ccccc1)c1cccc(O)c1	-15.0	0.8	1.9	2.6	0.9	2.8	-3.1	-14.9	-0.9	0.3
CCc1ccccc1NC1=NCC(=O)N1Cc1ccc2c(c1)OCO2	-23.2	1.2	2.0	-4.5	3.1	23.0	-2.9	14.2	-4.0	-2.0
CCN(CCCNC(=O)C1CCCN(S(=O)(=O)c2cnc[nH]2)C1)c1ccccc1 (stereo unspecified)	-19.9	8.9	4.0	-3.6	1.4	-4.2	-2.5	-16.8	-1.1	0.3
CCOc1cc(C(=O)NC2CC(C)(C)NC(C)(C)C2)cc(OCC)c1OCC	8.4	0.0	-1.0	18.6	3.2	-0.3	-7.4	-2.8	-0.2	-0.8
O=C(CSc1ccc(-c2cccnc2)nn1)c1ccc([N+](=O)[O-])cc1	10.4	-3.5	0.8	8.3	2.6	-2.7	2.1	-10.2	-2.3	-0.4
Cc1c(C(=O)NCc2ccccc2)oc2c1C(=O)CCC2	-13.2	3.6	-1.3	-13.9	1.6	-2.2	-0.4	2.6	-1.3	0.2
Cc1ccc(Cl)cc1NC(=O)C1CC(=O)Nc2ncnn21 (stereo unspecified)	-7.6	-8.8	3.5	-15.0	-2.6	-3.2	2.0	9.7	-1.7	-1.9
Oc1csc(Cc2nc(-c3ccccc3F)cs2)n1	-21.7	-6.5	1.4	4.4	-0.1	11.6	0.1	-16.3	-1.2	-3.7
Cc1csc2nc(O)c(C(=O)NCCN3CCOCC3)c(=O)n12	-6.6	10.1	0.4	-0.8	-5.6	-1.1	2.9	.	-1.8	1.3
CCc1ccc(NC(=O)CSc2nnc(CNC(=O)c3cccs3)o2)cc1	-4.3	-0.4	2.9	-1.3	-0.6	-5.0	-1.4	-15.3	-2.3	0.9
Cc1nc(-c2ccncc2)sc1C(=O)Nc1ccc(Br)cc1	-18.9	7.2	2.7	-0.1	2.2	1.3	1.1	-8.7	-1.2	0.5
O=C(Nc1ccc(-c2cn3ccsc3n2)cc1)C1CCCC1	-10.5	5.1	0.2	10.0	4.2	.	-1.1	23.2	-0.8	-0.1
COC(=O)C1(C(=O)OC)Sc2ccccc2C1=O	-6.9	-2.2	1.3	3.7	0.0	.	-1.1	12.4	0.0	1.9
Cc1occc1-c1nnc(SCC(=O)Nc2ccccc2)n1C	-18.1	2.3	3.6	-0.7	3.5	0.6	0.0	24.4	0.3	-0.3
O=C(OCC(=O)c1ccc[nH]1)c1ccc(C(F)(F)F)cc1	-13.8	3.5	-1.2	-2.8	4.2	-7.5	-2.4	-8.7	-2.3	-2.6
Cc1ccc(NC(=O)COC(=O)C2(c3ccc(Cl)cc3)CCCC2)cc1	-12.1	6.3	3.2	-2.5	2.2	-1.9	-28.6	12.1	-0.8	-1.7
Cn1cccc1Cc1nnc(SCC(=O)NC2CCCCC2)n1CCc1ccccc1	12.8	24.5	-0.5	5.2	0.8	-3.4	-1.9	.	0.1	-1.9
Cc1ccc(-n2c(C)cc(C(=O)CSc3nncs3)c2C)cc1	7.8	4.3	-0.3	39.3	0.4	.	-1.0	15.4	-1.6	-2.4
CCC(C)NC(=O)CSc1nnc(-c2cc(-c3ccc(C)cc3)nc3ccccc23)n1N (stereo unspecified)	0.4	0.3	2.4	7.1	0.7	.	0.2	.	-1.2	0.2
Cc1cccc(CN2CCN(Cc3ccc4nonc4c3)CC2CCO)n1 (stereo unspecified)	0.8	-2.6	-0.1	2.6	-0.1	0.0	2.2	-1.5	-0.9	-0.9
COc1ccc(C(=O)Cc2ccc(OC)c(OC)c2)c(OC)c1	-10.3	-1.3	2.1	-1.7	-0.2	0.4	0.5	.	-2.3	1.2
